Screens deposited in PubChem by several laboratories.
DNMT1 inh = inhibitors of human DNMT1. P26358. DNMT1 molecular beacon, Hinp1I cleavage, fluorescence. inhibition (reported as % activation of signal), % at 10 µM. hit rate 0.83% among 360,000; in the data active = inhibition above about 50%
SUMO1 PPI mod = alters human SUMO1 binding to SIM partners. hit rate 0.33% among 360,000. P63165. SUMO1 binding to a labelled peptide, TR-FRET, 1 h. inhibition, % at 20 µM; in the data active = inhibition above about 37%
CSN inh = CSN deneddylation inhibition; Purified CSN, SCF-Nedd8-OG deneddylation, fluorescence polarization; inhibition, % at 12.5 µM; hit rate 0.38% among 360,000; AID 651999;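 active = pattern-corrected inhibition above about 35%, with an unprinted fluorescence ratio check between 0.5 and 1.5, limit read from the data, passing the limit was not always enough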;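 also: 0% = enzyme with substrate and 100% = substrate without enzyme; some results filed as inactive read as strong as hits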
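Test system: purified human Csn5 enzyme expressed in HEK293T cells. Amount: 0.24 nM enzyme. Reagent: SCFSkp2-Nedd8OG substrate at 10 nM final. Schedule: 90 min incubation of compound, enzyme and substrate at room temperature. Detection: fluorescence polarization. Read-out: % inhibition of substrate cleavage by Csn5.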
NadD inh = blocks S. aureus nicotinate mononucleotide adenylyltransferase; purified NadD enzyme, colorimetric absorbance read-out; inhibition, % at 20 µM; hit rate 0.78% among 360,000; in the data active = inhibition above about 26%; also: some compounds past the cut are filed as inactive
STEP inh = inhibitors of human striatal-enriched phosphatase STEP | recombinant STEP, OMFP fluorogenic substrate, fluorescence | inhibition, % at 20 µM | hit rate 0.25% among 360,000 | AID 588621;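 active = inhibition at 20 µM, scaled per plate between control wells, above about 37%, limit read from the data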;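 also: 0% = DMSO with enzyme and substrate and 100% = substrate only without enzyme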
Target sequence (P54829 whole entry, looked up): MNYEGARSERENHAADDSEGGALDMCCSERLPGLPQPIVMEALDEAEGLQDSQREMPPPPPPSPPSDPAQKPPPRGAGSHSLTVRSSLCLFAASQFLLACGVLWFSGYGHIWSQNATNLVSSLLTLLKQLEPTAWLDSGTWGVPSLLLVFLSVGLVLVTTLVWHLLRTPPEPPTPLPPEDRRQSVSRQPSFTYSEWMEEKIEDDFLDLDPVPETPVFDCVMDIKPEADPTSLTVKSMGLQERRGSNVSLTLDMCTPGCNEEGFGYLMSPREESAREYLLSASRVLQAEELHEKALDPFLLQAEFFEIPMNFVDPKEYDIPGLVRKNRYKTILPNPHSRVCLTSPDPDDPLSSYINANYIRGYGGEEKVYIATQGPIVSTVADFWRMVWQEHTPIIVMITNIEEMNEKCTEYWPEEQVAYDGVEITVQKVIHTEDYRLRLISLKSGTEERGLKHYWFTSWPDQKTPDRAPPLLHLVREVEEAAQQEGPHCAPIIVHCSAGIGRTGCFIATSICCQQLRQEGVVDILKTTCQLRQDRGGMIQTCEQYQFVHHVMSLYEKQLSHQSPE
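medium = Bis-Tris buffer pH 6.0, 2.5 mM DTT, 0.005% Tween 20 | test system = STEP (striatal-enriched tyrosine phosphatase) enzyme, cell-free | measure = normalized % inhibition | compound dosing = 20 µM, 1% DMSO | also added = 25 µM OMFP | schedule = reaction 20 min, ambient temperature | measured by = fluorescence read at 480 nm ex / 540 nm em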
Scp-1 inhibitor = inhibitors of human Scp-1 phosphatase | Q9GZU7 | Recombinant Scp1, phosphopeptide, malachite green phosphate absorbance | inhibition, % at 20 µM | hit rate 0.88% among 340,000 | AID 493091;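 active = inhibition above about 50% at 20 µM, limit read from the data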;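 also: plate controls were DMSO wells with enzyme for no effect and wells lacking enzyme for full effect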
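Material: truncated SCP-1 phosphatase (76-261aa) / Buffer or medium: 50 mM Tris acetate pH 5.5, 0.005% Tween-20, 10 mM MgCl2 / Compound dosing: one concentration, 20 µM, with 1.0% DMSO / Incubation: 45 min room-temperature reaction, 5 min colour, 30 min stabiliser / Detection: colorimetric free-phosphate detection, absorbance 630 nm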
MsrA inh = inhibits bovine methionine sulfoxide reductase A. purified bovine MsrA, absorbance read-out. inhibition, % at 15.5 µM. hit rate 0.75% among 360,000; in the data active = inhibition above about 4.5%;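 also: 0% = vehicle wells with enzyme and 100% = reference inhibitor wells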
TbMetRS inhib = blocks T. brucei methionyl-tRNA synthetase activity; purified T. brucei MetRS, ATP depletion, Kinase-Glo luminescence; inhibition, % at 11.9 µM; hit rate 0.4% among 360,000;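 active = inhibition above a per-plate cutoff of the control wells' mean inhibition plus 3 SD, cut at about 5.5% in these data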;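 also: 0% = DMSO wells median and 100% = median of wells with control inhibitor compound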
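Measured by: Kinase-Glo luciferase luminescence reporting remaining unconsumed ATP. Material: purified T. brucei MetRS enzyme. Doses: 11.9 µM compound single dose, 0.9% DMSO. Medium: HEPES buffer containing pyrophosphatase, BSA, spermine, DTT. Times: 15 min preincubation, 2 h reaction, all 25 °C. Reagent: methionine, ATP and bulk E. coli tRNA.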
LMPTP block = LMPTP (human) inhibition. hit rate 0.22% among 360,000. recombinant LMPTP-A, OMFP fluorogenic substrate, fluorescence intensity. AID 651560. inhibition, % at 20 µM. P24666;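 active = compounds that cut the enzyme signal by at least half of the control window in the single-dose screen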;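 also: plate controls were DMSO wells with enzyme plus substrate for no effect and substrate without enzyme for full effect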
Target sequence (P24666 whole entry, looked up): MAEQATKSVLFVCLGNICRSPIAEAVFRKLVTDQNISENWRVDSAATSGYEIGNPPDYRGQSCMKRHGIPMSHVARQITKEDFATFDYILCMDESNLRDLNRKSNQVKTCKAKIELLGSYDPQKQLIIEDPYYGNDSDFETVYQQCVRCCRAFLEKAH
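Assay system: LMPTP-A, protein tyrosine phosphatase of low molecular weight / Medium: pH 6.0 Bis-Tris buffer with DTT and Triton X-100 / Schedule: 50 min enzyme reaction at room temperature, protected from light / Measured by: endpoint fluorescence intensity from OMFP dephosphorylation / Read-out basis: % inhibition relative to no-enzyme and uninhibited control wells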
Rpn11 block = Rpn11 (human) deubiquitinase inhibition. O00487. hit rate 0.59% among 360,000. calls only at 20 µM. AID 588493. human 26S proteasome, Ub4-pepOG fluorescence polarization; 20S core pre-blocked with epoxomicin;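 active = inhibition at 20 µM, scaled to each plate's controls, above about 33%, limit read from the data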
Target sequence (O00487 whole entry, looked up): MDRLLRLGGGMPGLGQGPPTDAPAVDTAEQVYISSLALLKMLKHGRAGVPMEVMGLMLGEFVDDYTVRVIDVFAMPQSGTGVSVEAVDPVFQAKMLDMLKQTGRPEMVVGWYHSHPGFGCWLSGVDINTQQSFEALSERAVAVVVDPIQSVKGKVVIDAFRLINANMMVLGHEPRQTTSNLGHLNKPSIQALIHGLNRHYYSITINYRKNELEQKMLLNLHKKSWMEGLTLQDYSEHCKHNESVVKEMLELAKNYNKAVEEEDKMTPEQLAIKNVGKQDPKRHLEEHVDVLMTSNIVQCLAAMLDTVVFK
* = called active by the depositor; i = inactive; . = no result given.

SMILES | DNMT1 inh | SUMO1 PPI mod | CSN inh | NadD inh | STEP inh | Scp-1 inhibitor | MsrA inh | TbMetRS inhib | LMPTP block | Rpn11 block
COc1ccc(N(C(C)C(=O)N/N=C(\C)C(C)(C)C)S(C)(=O)=O)cc1 (centres undefined) | 3 | -1 | 3 | 0 | -3 | -3 | 0.4 | -0.8 | -2.1 | i
COc1cc([N+](=O)[O-])ccc1N/C=C/C(=O)c1cccs1 | 8 | -19 | -71 | -5 | -41 | -6 | 1.1 | -0.9 | -2.3 | .
O=C(Nc1nnc(-c2ccccc2)o1)C1CCCN1S(=O)(=O)c1cccs1 (centres undefined) | 0 | 6 | 1 | 10 | 1 | -3 | -0.1 | -0.1 | 0.1 | i
COCCN(C(=O)COC(=O)CC1CCCCC1)c1c(N)n(Cc2ccccc2)c(=O)[nH]c1=O | 2 | -4 | -1 | 5 | 0 | -5 | -0.1 | -0.3 | 0.2 | i
O=C(CSc1nc2ccccc2n1CC(=O)N1CCCC1)Nc1ccc2c(c1)OCO2 | -8 | 2 | 1 | 1 | -1 | 0 | 0.8 | -0.6 | 0.7 | i
CN(Cc1ccccc1)C(=O)c1cc(S(=O)(=O)N2CCOCC2)cn1C | 2 | -2 | -4 | -5 | 1 | -4 | 0.4 | -0.5 | -1.8 | i
CCCCN(C)CCCNC(=O)c1cc(Nc2ccc(OC)c(OC)c2)nc2ccccc12 | -2 | -5 | -7 | -7 | 0 | -4 | 1.6 | -1.0 | 2.5 | i
CCCCCCc1c(C)nc(-n2[nH]c(C)c(CCO)c2=O)[nH]c1=O | 1 | 3 | -8 | -1 | 2 | -10 | 1.4 | 0.9 | -1.2 | i
Cc1c(C(=O)O)sc(=S)n1CCOc1ccccc1 | -1 | 4 | -1 | -5 | 2 | -5 | 3.2 | 0.1 | -1.3 | i
Cc1cc(NC(=O)c2cccs2)ncc1NC(=O)c1cccc(F)c1 | -2 | 3 | 4 | 2 | 0 | -1 | -0.6 | -0.4 | 0.6 | i
Cc1noc(C)c1-c1nnc(-c2ccc(C(F)(F)F)cc2)o1 | 1 | 1 | -2 | -2 | 1 | -27 | 1.0 | -0.3 | 2.2 | i
CCOC(=O)c1ccc(NC(=O)C2(c3ccccc3)CCCC2)cc1 | -7 | -3 | -2 | 4 | -1 | -13 | -0.6 | -0.8 | 2.4 | i
CCOC(=O)c1sc(N2N=C(C)/C(=C\c3ccc(OCC(=O)OC)cc3)C2=O)nc1C | 4 | 24 | -3 | 5 | -1 | -9 | 0.9 | -0.8 | 0.1 | i
O=C(CSc1nnc(Cn2c(=O)sc3ccccc32)n1-c1ccccc1)N1CCCCCC1 | 0 | 0 | -5 | 2 | -1 | -1 | 0.1 | 0.2 | -0.6 | i
Cc1ccc(CN(C(=O)c2ccco2)C(C(=O)NC2CCCC2)c2ccc(N3CCOCC3)cc2)cc1 (centres undefined) | -2 | 5 | -6 | 3 | 2 | -1 | 0.2 | -0.7 | -0.1 | i
COc1ccc(C(=O)Nc2nnc(Cc3ccccc3)s2)c(OC)c1 | 1 | -70 | 4 | -14 | 2 | -2 | 0.5 | -0.5 | -0.7 | i
CC1(C)CC(=O)C2=C(C1)NC(=O)CC2c1cccc(F)c1 (centres undefined) | 3 | -2 | -1 | -1 | -3 | -10 | 0.7 | -0.2 | -1.3 | i
COc1ccc(C2CC(c3cccs3)=NN2C(=S)Nc2ccccc2)cc1OC (centres undefined) | 0 | -10 | 0 | -4 | -2 | -8 | 1.9 | -0.4 | 0.4 | i
O=C(NS(=O)(=O)Oc1cccc(F)c1)OC[C@@H]1CCCN2CCCCC12 (some centres undefined) | 1 | 1 | 1 | -2 | 0 | -5 | -0.8 | 0.8 | -0.2 | i
Cc1ccc(NC(=O)c2cccc(-n3cnnn3)c2)cc1Cl | -4 | 4 | -3 | 5 | -5 | 6 | -1.2 | -0.2 | 0.8 | i
OC(c1ccc(F)c(F)c1)c1nc(-c2ccccc2)cs1 (centres undefined) | -2 | 5 | -1 | -3 | 2 | . | 0.8 | -0.2 | 0.2 | i
COc1ccc(C(=S)Nc2ccccc2)cc1 | -2 | -4 | -4 | -3 | -3 | 3 | 1.2 | -0.1 | -0.8 | i
O=C1CCc2cc(S(=O)(=O)NCCc3ccc(Cl)cc3)cc3c2N1CC3 | 1 | -1 | 1 | 3 | 0 | -2 | 0.1 | -0.4 | -0.5 | i
CCCCN(Cc1ccco1)C(=O)C1CCCN(c2ncnc3c2nc2n3CCCCC2)C1 (centres undefined) | 2 | 15 | 3 | 1 | 1 | 1 | -0.4 | 0.2 | 1.0 | i

Record cards (already shown). Order of screens: DNMT1 inh, SUMO1 PPI mod, CSN inh, NadD inh, STEP inh, Scp-1 inhibitor, MsrA inh, TbMetRS inhib, LMPTP block, Rpn11 block
Shown for COc1ccc(C(=S)Nc2ccccc2)cc1 → -2, -4, -4, -3, -3, 3, 1.2, -0.1, -0.8, i
Shown for Cc1noc(C)c1-c1nnc(-c2ccc(C(F)(F)F)cc2)o1 → 1, 1, -2, -2, 1, -27, 1.0, -0.3, 2.2, i
Shown for O=C(CSc1nc2ccccc2n1CC(=O)N1CCCC1)Nc1ccc2c(c1)OCO2 → -8, 2, 1, 1, -1, 0, 0.8, -0.6, 0.7, i

New compounds follow.
SMILES | DNMT1 inh | SUMO1 PPI mod | CSN inh | NadD inh | STEP inh | Scp-1 inhibitor | MsrA inh | TbMetRS inhib | LMPTP block | Rpn11 block
CCN(CC)c1nc2ccccc2nc1C(C#N)C(=O)NCCCOC (centres undefined) | -11 | -9 | -4 | -2 | 4 | -3 | 1.6 | -1.2 | 1.2 | i
COc1cc(/C=C/C(=O)OCC(=O)c2c(N)n(C)c(=O)n(C)c2=O)ccc1OC(F)F | 5 | 5 | 0 | 3 | 0 | -3 | -0.6 | -0.6 | -0.6 | i
O=C(/C=C/c1cccnc1)/C=C/c1cccnc1 | 11 | 1 | 10 | -2 | 2 | -10 | 2.4 | 0.2 | 0.3 | i
COc1ccc(S(=O)(=O)N(C)CC(=O)NCc2ccccn2)cc1 | -2 | 3 | 3 | 1 | -2 | -8 | 0.2 | -0.3 | -2.8 | i
Cc1ccc(N/C=C/C(=O)C(C)(C)C)c(O)c1 | 0 | -14 | 1 | -5 | 2 | -1 | . | -0.8 | 1.0 | i
CCCC(=O)N1CCC1(C)C(=O)NCc1ccccc1SC (centres undefined) | 0 | -3 | -2 | -3 | 1 | . | -0.8 | -0.3 | -1.3 | i
Cc1cccc(NC(=S)N(CCN(C)C)Cc2cc3cccc(C)c3[nH]c2=O)c1 | -2 | 5 | -16 | -3 | 1 | -5 | 0.8 | 0.6 | -2.3 | i
CCNc1ccc(C2(O)C(=O)c3ccccc3C2=O)cc1 | -2 | -5 | 7 | 1 | 2 | -3 | 1.3 | -0.3 | 0.4 | i
O=C(c1cccnc1)N1C2C=CC(C2)C1(C(F)(F)F)C(F)(F)F (centres undefined) | 35 | -3 | 0 | 7 | 4 | 44 | 0.6 | -0.7 | 0.7 | i
COCCNC(=O)CCCn1c(=O)c2cc(OC)c(OC)cc2n(CC(=O)c2cccc(OC)c2)c1=O | 31 | -7 | -2 | -4 | 2 | 0 | 1.1 | -0.4 | -0.2 | i
CC(=O)COc1ncn(-c2ccccc2)n1 | 3 | -2 | 1 | -3 | 6 | 0 | 0.2 | 0.1 | -3.7 | i
Cc1cc(=O)[nH]c(-n2nc(C)cc2C)n1 | 2 | 2 | -2 | -3 | -4 | 10 | -0.8 | -0.3 | 0.4 | i

A run of entries from the list above, as a working copy:
SMILES | DNMT1 inh | SUMO1 PPI mod | CSN inh | NadD inh | STEP inh | Scp-1 inhibitor | MsrA inh | TbMetRS inhib | LMPTP block | Rpn11 block
CCN(CC)c1nc2ccccc2nc1C(C#N)C(=O)NCCCOC (centres undefined) | -11 | -9 | -4 | -2 | 4 | -3 | 1.6 | -1.2 | 1.2 | i
COc1cc(/C=C/C(=O)OCC(=O)c2c(N)n(C)c(=O)n(C)c2=O)ccc1OC(F)F | 5 | 5 | 0 | 3 | 0 | -3 | -0.6 | -0.6 | -0.6 | i

Continued.
SMILES | DNMT1 inh | SUMO1 PPI mod | CSN inh | NadD inh | STEP inh | Scp-1 inhibitor | MsrA inh | TbMetRS inhib | LMPTP block | Rpn11 block
Cc1ccc(-n2nc(C)c3c2NC2=C(C(=O)CC(C)(C)C2)C3c2ccccc2OCC(=O)O)cc1 (centres undefined) | 0 | -1 | -4 | 9 | 2 | -3 | 1.4 | -0.7 | -0.2 | i
Cc1ccc(-n2c(C)cc(C)c(C#N)c2=O)cc1Cl | -3 | -3 | 3 | 9 | -2 | -2 | 1.3 | -0.4 | 0.5 | i
C=CCc1ccccc1OCC(O)CN1CCN(c2ccccc2F)CC1 (centres undefined) | -11 | 0 | -2 | -3 | 7 | -10 | -0.2 | -0.7 | -2.1 | i
COC(=O)C1CCN(C2=C(NS(=O)(=O)c3ccc(Cl)cc3)C(=O)c3ccccc3C2=O)CC1 | -10 | -28 | 0 | -4 | 0 | -11 | -0.8 | -0.2 | 3.8 | i
O=C(c1cccs1)N1CCC(c2nc3ccccc3s2)CC1 | 74* | 0 | 2 | 2 | -4 | -6 | . | 0.0 | -1.6 | i
CCn1c(=O)cc(SCC(=O)NCC2CCCO2)c2ccccc21 (centres undefined) | 2 | 2 | 0 | -2 | 0 | -8 | 1.8 | 0.4 | -1.4 | i
Clc1cccc(CNCCNCc2cccc(Cl)c2)c1 | 5 | -1 | -8 | -2 | 3 | -9 | -0.1 | 0.2 | -1.0 | i
Cc1ccc(C(C)C)c(OCC(=O)NS(=O)(=O)c2ccc(Cl)cc2)c1 | 0 | 2 | 2 | -7 | -2 | -7 | 0.6 | 0.0 | -0.7 | i
COc1ccc(C(CC(=O)NCCN2CCOCC2)NS(=O)(=O)c2ccc(C)cc2)cc1 (centres undefined) | 3 | -4 | 2 | 2 | 0 | 0 | 0.9 | -0.8 | 0.0 | i
Cc1[nH]c2ccccc2c1C(=O)CSc1cccc[n+]1[O-] | -1 | 0 | 0 | 1 | 0 | 6 | 0.4 | 0.3 | 2.5 | i
CCOC(=O)c1nnn(-c2nonc2-n2cccc2)c1CN1CCCCC1 | 0 | 4 | -2 | 4 | -1 | 20 | -0.2 | -2.2 | 0.3 | i
